Screening data deposited in PubChem by National Center for Advancing Translational Sciences (NCATS).
aGal spleen mod – qHTS Assay for Inhibitors and Activators of Human alpha-Galactosidase From Spleen Homogenate; Alpha-galactosidase A (Homo sapiens), P06280; human spleen homogenate, 4MU-alpha-Gal fluorescence, 40 min; Potency, µM (doses to about 80 µM), for inactives: at the top dose activity change, negative = inhibition, actives largely listed as inhibitors; 0.008% of 240,000 active; AID 2107, 2009;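 also: 0% = enzyme with vehicle and -100% = no enzyme basal signal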
Target sequence (P06280 32-429 limits assumed): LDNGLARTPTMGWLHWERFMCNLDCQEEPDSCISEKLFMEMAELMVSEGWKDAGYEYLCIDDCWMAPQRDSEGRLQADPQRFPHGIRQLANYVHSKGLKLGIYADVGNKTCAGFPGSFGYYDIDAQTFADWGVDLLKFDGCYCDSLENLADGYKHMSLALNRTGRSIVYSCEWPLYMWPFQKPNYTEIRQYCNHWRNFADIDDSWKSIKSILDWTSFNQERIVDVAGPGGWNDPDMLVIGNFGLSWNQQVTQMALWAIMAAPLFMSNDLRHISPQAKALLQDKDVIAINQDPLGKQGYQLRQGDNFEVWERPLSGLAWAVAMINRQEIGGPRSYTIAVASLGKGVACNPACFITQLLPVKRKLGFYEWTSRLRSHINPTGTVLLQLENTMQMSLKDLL
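Inhibition or activation of alpha-galactosidase in human spleen homogenate is scored by 4-MU fluorescence after 40 min at 37C, pH 5.0, with 1 mM substrate. AC50s come from concentration-response fitted to the Hill equation.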
L3MBTL1 block – qHTS Assay for the Inhibitors of L3MBTL1. Lethal(3)malignant brain tumor-like protein 1 (Homo sapiens), Q9Y468. AlphaScreen L3MBTL1–H3K9me1 peptide binding. Potency, µM (titrated, usually from 57.1 µM), inactives show top-dose activity, negative = inhibition, actives largely listed as inhibitors. 0.66% of 230,000 active. AID 485360, 2010; also: nearly all actives have a fitted effect of over 60% in size
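Displacement of a biotinylated histone H3(1-15) peptide monomethylated at Lys9 (75 nM) from L3MBTL1 (50 nM) was measured by AlphaScreen after a 30 min room-temperature compound incubation; cefsulodin titration served as intraplate control.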
TRb SRC2 PPI – qHTS for Inhibitors of the Interaction of Thyroid Hormone Receptor and Steroid Receptor Coregulator 2; Thyroid hormone receptor beta (Homo sapiens), P10828; 0.065% of 280,000 active; Potency, µM (highest dose often 106 µM), for the others: top-dose activity change, negative = inhibition, most hits filed as inhibitors; TRbeta-SRC2 peptide binding, fluorescence polarization; receptor liganded with 1 µM T3;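 also: plate controls were bound peptide for no effect and peptide without receptor for full effect; nearly all actives have a fitted effect of over 50% in size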
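Read-out is fluorescence polarization (555 nm excitation, 632 nm emission) of a Texas Red SRC2 coactivator peptide; loss of signal reflects blocked binding to human TRb ligand-binding domain in the presence of 1 uM T3.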
TR SRC2 fluor cs – Total Fluorescence Counterscreen for Inhibitors of the Interaction of Thyroid Hormone Receptor and Steroid Receptor Coregulator 2 | TRb/SRC2 Texas Red total fluorescence interference | Potency, µM (top dose mostly 106 µM), for the others: at the top dose fluorescence change, negative = quenching | 0.29% of 280,000 active | AID 1479, 2009; active = well fitted curve in either direction with a large enough effect; inconclusive = small, poorly fitted or top-dose-only effect
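Human TRb ligand-binding domain at 0.6 uM with 20 nM Texas Red SRC2 peptide in Tris buffer containing 1 uM T3 and 5% DMSO, incubated with compound 5 h at ambient temperature. Total fluorescence (555/632 nm) calculated as parallel + 2 × perpendicular.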
ALDH1A1 block – qHTS Assay for Inhibitors of Aldehyde Dehydrogenase 1 (ALDH1A1); Aldehyde dehydrogenase 1A1 (Homo sapiens), P00352; Purified ALDH1A1, NADH fluorescence, propionaldehyde substrate; Potency, µM (series often up to 75.3 µM), without a hit: at the top dose activity, negative = inhibition, most hits filed as inhibitors; 7.3% of 220,000 active; AID 1030, 2008; active = well fitted inhibition curve with a large enough effect, not every such curve was filed as active; inconclusive = small, poorly fitted or top-dose-only effect, or another doubt; inactive = no such curve, though single readings can be large or run the other way;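 also: plate controls were no enzyme wells and a reference inhibitor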
Target sequence (P00352 whole entry, looked up): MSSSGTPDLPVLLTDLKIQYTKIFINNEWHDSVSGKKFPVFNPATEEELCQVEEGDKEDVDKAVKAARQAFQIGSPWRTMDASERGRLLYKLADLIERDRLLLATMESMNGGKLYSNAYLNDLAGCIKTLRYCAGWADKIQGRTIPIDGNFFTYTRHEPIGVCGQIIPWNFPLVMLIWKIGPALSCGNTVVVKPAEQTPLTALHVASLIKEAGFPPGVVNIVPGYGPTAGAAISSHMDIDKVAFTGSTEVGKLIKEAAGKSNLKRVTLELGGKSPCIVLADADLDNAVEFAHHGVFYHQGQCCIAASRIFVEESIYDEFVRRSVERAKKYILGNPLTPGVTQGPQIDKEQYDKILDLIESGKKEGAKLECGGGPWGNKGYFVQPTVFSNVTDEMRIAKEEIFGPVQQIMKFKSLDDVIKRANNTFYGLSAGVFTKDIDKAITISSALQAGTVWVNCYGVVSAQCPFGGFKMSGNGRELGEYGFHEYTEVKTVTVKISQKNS
Tau fluor counter – Counterscreen qHTS for Inhibitors of Tau Fibril Formation, Fluorescence Polarization | AID 1463, 2008 | Potency, µM (titrated, usually from 57.7 µM), inactives show top-dose activity change, negative = decrease | 0.93% of 280,000 active | tau K18 P301L Alexa594 fluorescence, heparin fibrillization; also: nearly all actives have a fitted effect of over 55% in size
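Human K18 P301L tau (15 uM unlabeled plus 0.24 uM Alexa 594-labeled, final) in 100 mM sodium acetate pH 7 was mixed with compound and 20 uM heparin and incubated 6 hr at 37 C.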
Tau ThT inhib – qHTS for Inhibitors of Tau Fibril Formation, Thioflavin T Binding | Microtubule-associated protein tau (Homo sapiens), P10636 | recombinant tau K18 P301L, heparin-induced fibrillization, ThT fluorescence | Potency, µM (doses to about 57.4 µM), without a hit: at the top dose activity, negative = inhibition, hits mostly inhibitors | 2.1% of 270,000 active | AID 1460, 2008; also: nearly all actives have a fitted effect of over 55% in size
Target sequence (P10636 561-689 P618L limits assumed): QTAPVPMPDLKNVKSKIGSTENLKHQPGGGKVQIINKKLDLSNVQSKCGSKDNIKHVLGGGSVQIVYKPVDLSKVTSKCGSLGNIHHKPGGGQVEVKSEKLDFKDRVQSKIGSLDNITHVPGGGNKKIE
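ThT emission at 510 nm, taken 1 hr after adding 30 uM dye, quantifies aggregates formed when 20 uM heparin acts on human tau K18 P301L for 6 hr at 37 C.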
Tau FP inhib – qHTS for Inhibitors of Tau Fibril Formation, Fluorescence Polarization | Potency, µM (doses to about 57.7 µM), for inactives: at the highest dose activity, negative = inhibition, hits mostly inhibitors | 0.39% of 280,000 active | K18 P301L tau heparin fibrillization, Alexa594 FP, 6 h; also: nearly all actives have a fitted effect of over 55% in size
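Human tau K18 […] P301L fragment, 15 uM unlabeled plus 0.24 uM Alexa 594-labeled tau (final), with compound and 20 uM heparin in 100 mM sodium acetate pH 7; 6 hr at 37 C, then Alexa 594 FP read.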
Active calls of the source: *; ? = inconclusive; . = no result given; & = joins results of further samples; [ ] = remark or other dose. Unless noted, calls follow the shape of the dose curve; as a rule, active = well fitted curve in the direction sought with a large enough effect; inconclusive = small, poorly fitted or top-dose-only effect, or another doubt; inactive = no such curve, though single readings can be large; an effect the other way counts as inactive or inconclusive. Unless noted, % is scaled to controls: 0 for no effect and ±100 for the full control effect; potency is read from the fitted curve at half-maximal effect.

SMILES	aGal spleen mod	L3MBTL1 block	TRb SRC2 PPI	TR SRC2 fluor cs	ALDH1A1 block	Tau fluor counter	Tau ThT inhib	Tau FP inhib
COc1ccccc1N1CCN(Cc2nc(N)nc(Nc3ccccc3)n2)CC1	-8%	-5%	2%	2%	-3%	-4%	-19%	0%
COc1ccccc1N1CCN(c2ncnc3c2nc2n3CCCC2)CC1	.	.	3%	-1%	.	-11%	-7%	3%
O=C(NC1CCCCC1)NC1(C(=O)NCCCN2CCOCC2)CCCCC1	14%	.	9%	0%	11%	-7%	0%	-2%
CC(=O)Nc1cccc(/C(C)=N/NC(=O)c2ccccc2Cl)c1	1%	7%	3%	-5%	8%	-9%	-7%	0%
Cc1ccccc1-n1nnnc1SCC(=O)N(C)C1CCS(=O)(=O)C1 (stereo unspecified)	-7%	-1%	-8%	-6%	11µM*	-5%	-4%	-4%
COc1cccc(-c2ccc(C#N)c(SCC(=O)NCCc3ccc(Cl)cc3)n2)c1	2%	8%	2%	-1%	-14%	-3%	0%	?
CCOC(=O)C1CCCN(C(=O)c2cc(=O)c3ccccc3o2)C1 (stereo unspecified)	2%	7%[11.4 µM]	-4%	0%	?	-4%	-3%	3%
S=C(Nc1ccc(Nc2ccccc2)cc1)NC1CCCCCC1	-8%	-20%	2%	-3%	-8%	10µM*[quencher]	-16%	9%
N#Cc1ccc(C(=O)Nc2nnc(-c3ccccn3)o2)cc1	1%	-15%	2%	-2%	-11%	-10%	-4%	-6%
CCCn1c(COc2cccc(C)c2)nc2ccccc21	.	.	-7%	0%	.	-8%	-12%	-1%
CCOCCCNC(=O)c1cc(=O)[nH]c2ccc(S(=O)(=O)N3CCCC3)cc12	.	.	-3%	6%	.	-9%	-9%	0%
O=C(c1ccc(CS(=O)(=O)Cc2ccc(Cl)cc2)o1)N1CCCC1	7%	-6%	-8%	-1%	-11%	-2%	-8%	2%
Cc1cc(NC(=O)c2n[nH]c(=O)c3ccccc23)ccc1Br	4%	3%	3%	0%	15%	-6%	10%	-8%
CCOc1ccc(S(=O)(=O)NCc2ccc(OC)cc2)c2cccnc12	-4%	1%	-8%	-4%	?	-11%	-10%	1%
CCCC(=O)Nc1ccc2oc(-c3ccncc3)nc2c1	4%	-5%	-1%	-3%	?	1%	-11%	0%
O=C(Nc1ccc2oc(-c3ccc4ccccc4c3)nc2c1)c1ccccc1F	.	.	-5%	?	.	-17%	?	-12%
Cc1nnc(SCC(=O)Nc2ncc3c(n2)CCCC3=O)s1	0%	7%	0%	2%	4%	0%	-7%	-1%
O=C(CSc1nc2c([nH]c3ccccc32)c(=O)n1-c1ccccc1)Nc1ccccc1C(F)(F)F	.	.	-4%	-4%	.	-4%	6%	?
CCN(C(=O)CSc1nnc(NC2CCCCC2)s1)C1CCS(=O)(=O)C1 (stereo unspecified)	-5%	.	-4%	3%	-8%	-5%	-8%	-6%
O=C(c1ccc(CS(=O)(=O)c2ccc(Br)cc2)o1)N1CCN(c2ncccn2)CC1	-7%	5%	2%	-3%	8%	-8%	-18%	3%

Record cards (already shown).
`CCN(C(=O)CSc1nnc(NC2CCCCC2)s1)C1CCS(=O)(=O)C1` (stereo unspecified) is listed as aGal spleen mod = -5%; L3MBTL1 block = .; TRb SRC2 PPI = -4%; TR SRC2 fluor cs = 3%; ALDH1A1 block = -8%; Tau fluor counter = -5%; Tau ThT inhib = -8%; Tau FP inhib = -6%
`O=C(Nc1ccc2oc(-c3ccc4ccccc4c3)nc2c1)c1ccccc1F` is listed as aGal spleen mod = .; L3MBTL1 block = .; TRb SRC2 PPI = -5%; TR SRC2 fluor cs = ?; ALDH1A1 block = .; Tau fluor counter = -17%; Tau ThT inhib = ?; Tau FP inhib = -12%
`O=C(c1ccc(CS(=O)(=O)Cc2ccc(Cl)cc2)o1)N1CCCC1` is listed as aGal spleen mod = 7%; L3MBTL1 block = -6%; TRb SRC2 PPI = -8%; TR SRC2 fluor cs = -1%; ALDH1A1 block = -11%; Tau fluor counter = -2%; Tau ThT inhib = -8%; Tau FP inhib = 2%

Next section
SMILES	aGal spleen mod	L3MBTL1 block	TRb SRC2 PPI	TR SRC2 fluor cs	ALDH1A1 block	Tau fluor counter	Tau ThT inhib	Tau FP inhib
O=c1oc2c3c4c(cc2c(C(F)(F)F)c1CCN1CCOCC1)CCCN4CCC3	4%	15%	16%	8%	?	-4%	-15%	1%
COc1ccc(OC)c(NC(=O)c2ccc(CN(c3cc(Cl)ccc3C)S(=O)(=O)c3ccccc3)cc2)c1	-3%	6%	-2%	-1%	-7%	-29%	-9%	-13%
Cc1cccc(NC(=O)CN2C(=O)C(c3ccc(F)cc3)=NC23CCCCCC3)c1	.	.	-1%	0%	.	-21%	6%	-11%
COc1cccc2cc(C(=O)NCCc3c(C)[nH]c4ccc(F)cc34)c(=O)oc12	.	.	1%	-1%	.	?	?	?
Nc1ccccc1C(=O)Nc1nccs1	-3%	6%	-2%	0%	?	-4%	-4%	0%
CCOC(=O)c1c(-c2ccc(C)o2)csc1NC(=O)CSc1nnc(C)s1	1%	-1%	6%	0%	?	-18%	?	-11%
COc1ccc(S(=O)(=O)N2CCN(C)CC2)c2ccccc12	-7%	3%	12%	-1%	?	-6%	-11%	0%
COc1ccc(C(CCN)Cc2ccccc2)cc1 (stereo unspecified)	-6%	-7%	-3%	-3%	?	4%	-2%	3%
N#C/C(=C/c1cn(-c2ccccc2)nc1-c1cccc(OCc2ccccc2)c1)C(=O)NCCCn1ccnc1	3%	?	-2%	1%	-15%	8%	-6%	4%
Cc1ccc(CNC(=O)C2(c3cccs3)CCOCC2)cc1	1%	-1%	-11%&-3%	0%&7%	-1%	-6%&-2%	-2%&-3%	-10%&1%
COc1ccccc1NC(=S)N(CCN(C)C)C(C)c1ccncc1 (stereo unspecified)	-1%	.	0%	-1%	.	-6%	-2%	2%
N#CNC(N)=Nc1cccc(Cl)c1	4%	.	-5%	-3%	?	-26%	-13%	-14%
CCc1ccc(-c2csc3ncn(CC(=O)NCc4ccco4)c(=O)c23)cc1	14%	.	6%	0%	.	-18%	.	3%
Cc1nnc(SCc2ccc3c(c2)OCO3)s1	-2%	.	6%	-3%	?	-10%	-9%	-5%
Cc1[nH]c2ccccc2c1Cc1nnc(SCC(N)=O)o1	-2%	-3%	-15%	0%	0%	6%	4%	0%
CN(C)c1ccc(C2C=C(c3ccccc3)Nc3nnnn32)cc1 (stereo unspecified)	.	.	11%	-6%	.	?	?	?
CN(C)S(=O)(=O)c1ccc(NC(=O)COC(=O)C2COc3ccccc3O2)cc1 (stereo unspecified)	-7%	8%	0%	2%	0%	-11%	3%	-2%
CCc1nn(CC(=O)NCC(C)c2ccccc2)c(=O)c2cc3c(OC)cccc3n12 (stereo unspecified)	.	.	-2%	6%	.	13%	6%	-4%
CC(=O)Nc1cccc(NC(=O)CN2C(=O)CCSc3ccccc32)c1	.	.	-10%	?	.	-1%	1%	-1%
COc1ccc(CCNC2=C(Cl)C(=O)N(Cc3ccccc3)C2=O)cc1OC	5%	78%[activator]	6%	3%	13%	4%	9%	0%
COc1cc(NC(=O)CN2C(=O)C(c3ccccc3)=NC2(C)C)cc(OC)c1	-4%	.	11%	-1%	-5%	-18%	-10%	-2%
COC(=O)N/N=C/c1cn(Cc2c(Cl)cccc2Cl)c2ccccc12	7%	-9%	5%	-1%	?	?	-10%	12%
CC1(C(=O)O)Cc2ccccc2C(=O)O1 (stereo unspecified)	12%	.	12%	0%	-5%	-8%	-4%	2%
O=C(O)CC(NC(=O)C12CC3CC(CC(C3)C1)C2)c1cc([N+](=O)[O-])ccc1Cl (stereo unspecified)	-1%	.	-7%	0%	-12%	-4%	-12%	2%
COc1ccc(S(=O)(=O)Nc2cccc(-c3ccc(N4CCCCCC4)nn3)c2)cc1OC	.	.	5%	-2%	.	-27%	-1%	-10%
Cc1ccc(NC(=O)N(CCC#N)Cc2ccccc2)cc1	1%	5%	2%	1%	.	-7%	2%	-15%
CCCc1nnc(NC(=O)CCN2C(=O)c3ccccc3C2=O)s1	-1%	.	-6%	0%	17%	-1%	-5%	2%
O=C(Nc1nc(-c2ccccc2)cs1)c1ccc2c(=O)n3c(nc2c1)CCCCC3	-3%	4%	1%	-6%	28µM*	-20%	0%	-1%
O=C(COC(=O)c1c(F)cccc1F)c1ccc[nH]1	-11%	-11%	14µM*	16µM*[fluorescent]	.	-8%	-3%	1%
CCCCNC(=O)CS(=O)Cc1nc(-c2cccc(Cl)c2)oc1C (stereo unspecified)	4%	.	0%	-2%	-7%	-13%	?	5%
COc1ccc(NC(=O)CSc2nnc(CCC(=O)O)c(=O)n2N)cc1	2%	.	1%	-1%	?	-2%	-12%	-3%
Cc1nc2c(c(=O)c3ccccc3n2C)c(=O)n1-c1ccccc1	8%	-2%	-2%	1%	.	-6%	-4%	11%
CCOC(=O)c1cccc(NC(=O)CSc2cc(=O)n(C)c3ccccc23)c1	.	.	-1%	-1%	.	?	8%	?
CC1CC(=O)N(c2ccc(NCc3ccccc3Cl)c([N+](=O)[O-])c2)C1=O (stereo unspecified)	2%	-4%	-2%	-2%	?	-26%	?	10%
COc1ccc(-c2noc(CSc3nnc(C)n3-c3ccc(F)cc3)n2)cc1	.	.	-5%	?	.	-12%	-12%	6%
CC(C)Oc1ccc(CNC(=O)CCCn2c(=O)c3cccn3c3cccnc32)cc1	.	.	-6%	-3%	.	0%	-1%	4%
CCN(CC(=O)NC(C)C)C(=O)C(CCSC)NC(=O)c1cccc(C)c1 (stereo unspecified)	-4%	.	-14%	-2%	11%	-4%	-6%	4%
CCC(=O)N1CCc2cc(Br)cc(S(=O)(=O)N3CCCC(C(=O)Nc4ccc(CC)cc4)C3)c21 (stereo unspecified)	.	.	-5%	-8%	.	-9%	-6%	2%
